KLF5 inhibitor – inhibitors of KLF5 expression. inhibition, % at 5 µM. AID 1700. 290,000 tested, 0.23% active. DLD-1 KLF5 promoter-luciferase reporter, luminescence;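 active = inhibition above a per-plate limit of that plate's mean compound inhibition plus 3 SD, cut at about 60% in these data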;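 also: 0% = DMSO wells and 100% = LY294002 at 200 µM; higher means less KLF5 promoter-driven luciferase light; inactives centre near -14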
HIF act – HIF pathway transcriptional activation | 300,000 tested, 0.32% active | U2OS HRE-luciferase reporter, luminescence; normalized: DMSO 0%, desferrioxamine 100% | activation, % at 7.5 µM (by protocol) | AID 1910;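 active = mean activation of at least 10% of the iron chelator positive control signal, with at least half of replicates also reaching 10%; inconclusive = mean and replicate majority disagree about reaching 10%; inactive = mean and most replicates under 10%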
AI-2 QS modul – modulators of Vibrio harveyi AI-2 quorum sensing system; Vibrio harveyi JMH597 AI-2 luminescence/OD600 ratio, 9 h; stronger effect = lower value; strain lacks LuxN and CqsS sensors; 0 = neutral-control median; activity change, % at 7.5 µM; 300,000 tested, 0.4% active; in the data active = activity change below about -75%, passing the limit was not always enough; inconclusive = no clear call, values can overlap the other calls;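 also: luminescence divided by OD600 gain over 9 h not by final OD600 alone; inactives centre near 13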
HSF1 inh – HSF1 inhibition; NIH3T3-HGL HSE-luciferase, MG132-induced, luminescence 8 h; stronger effect = lower value; activity change, negative = inhibition, % at 7.5 µM (by protocol); 300,000 tested, 0.77% active;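 active = more than half of replicate wells show activity change below -50%, luminescence cut by over half; inconclusive = some wells, but at most half, below -50%; inactive = no replicate well below -50%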;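 also: luciferase reports HSF-1 transcriptional activity via heat shock element; 0% = median of DMSO wells and -100% = zero luminescence signal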
HDAC3 inhib – blocks human histone deacetylase 3; O15379; recombinant HDAC3, fluorogenic peptide/trypsin coupled, fluorescence; inhibition, % at 8.3 µM; 320,000 tested, 0.15% active; AID 2718; in the data active = inhibition above about 26%, passing the limit was not always enough; inconclusive = no clear call, values can overlap the other calls
Target sequence (O15379 whole entry, looked up): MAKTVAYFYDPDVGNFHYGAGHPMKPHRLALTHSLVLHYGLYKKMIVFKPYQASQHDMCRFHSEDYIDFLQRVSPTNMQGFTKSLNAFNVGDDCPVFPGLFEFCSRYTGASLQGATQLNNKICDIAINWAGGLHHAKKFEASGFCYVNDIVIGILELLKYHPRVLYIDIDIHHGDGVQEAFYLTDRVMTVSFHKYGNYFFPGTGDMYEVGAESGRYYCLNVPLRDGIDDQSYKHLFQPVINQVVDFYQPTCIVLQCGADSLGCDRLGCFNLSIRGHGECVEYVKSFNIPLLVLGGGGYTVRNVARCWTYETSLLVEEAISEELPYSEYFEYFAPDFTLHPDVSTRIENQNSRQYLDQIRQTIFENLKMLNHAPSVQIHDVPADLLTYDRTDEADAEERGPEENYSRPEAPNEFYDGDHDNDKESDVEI
HSF1 activator – increases HSF-1 driven luciferase reporter signal. 300,000 tested, 1.7% active. activation, % at 9 µM. NIH3T3-HGL HSF-1 luciferase reporter, MG132, 8 h; 100% = twice DMSO control signal. AID 504408;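 active = mean replicate activation of at least 50% with a set share of replicates each reaching 50%; inconclusive = only one of those two conditions met; inactive = mean below 50% and too few replicates reaching it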;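 also: 0% = median of the neutral control wells and 100% = twice that signal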
Platelet DG rel – platelet dense granule release activity; human platelet-rich plasma, SFLLRN dense granule ATP release, luminescence; inhibition, %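 (compounds screened at 7.5 µM in platelet-rich plasma)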; 300,000 tested, 0.22% active;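 active = mean replicate score, as percent of positive control, at or above 50; inconclusive = mean below 50 but at least one replicate at or above 50; inactive = mean and every replicate below 50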
HSP90 inh – inhibitors of HSP90 luciferase refolding in rabbit reticulocyte lysate. 290,000 tested, 0.91% active. AID 1789. inhibition, % at 5.6 µM. luciferase refolding luminescence, 3 h;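 active = inhibition above the screen-wide mean plus 3 SD, computed separately per campaign, cut at about 16% in these data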;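 also: 0% = DMSO wells and 100% = 60 µM geldanamycin wells; inhibitors lower the luminescence because luciferase stays unfolded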
aSyn 5UTR inh – MLPCN primary screen, SNCA 5' untranslated region; alpha-synuclein 5'UTR reporter, inhibitor activity; inhibition, % (tested at 7.5 µM); 300,000 tested, 0.82% active; AID 1813; in the data active = inhibition above about 60%; inconclusive = no clear call, values can overlap the other calls;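 also: H4 neuroglioblastoma cells stably carrying SNCA 5'UTR luciferase fusion; 0% = DMSO wells and 100% = positive control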
IEC-6 tox – IEC-6 cytotoxicity, counter-screen for KLF5 inhibitors; inhibition, % at 5 µM; 290,000 tested, 0.78% active; AID 1825; luminescence viability; in the data active = inhibition above about 22%;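 also: 0% = plate median of test compound wells and 100% = cytotoxic reference compound wells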
* = called active by the depositor; ? = inconclusive; nt = not tested or not shown.

smiles,aSyn 5UTR inh,Platelet DG rel,KLF5 inhibitor,HIF act,HSF1 activator,HDAC3 inhib,AI-2 QS modul,IEC-6 tox,HSF1 inh,HSP90 inh
Cc1cs/c(=N\N=C\c2ccc(O)cc2)n1Cc1ccco1,-30,4,-12,0.4,12,-6,12,-1,-2,-2
CCOc1ccc2[nH]c(S(=O)(=O)CC)nc2c1Cl,17,-1,-33,-31,6,-4,17,-2,-4,0
CCOc1ccc(N(CC(=O)NCC2CCCO2)S(=O)(=O)c2ccc(C)cc2)cc1 (stereo not drawn),6,-1,-5,0.4,44,-2,2,5,22,-5
COC(=O)[C@H](Cc1ccccc1)NC(=O)NCc1ccc(S(N)(=O)=O)cc1,12,-7,-13,-0.3,6,-6,7,-1,0,2
Oc1ccc(Cl)cc1C1=NNC(c2cccs2)C1 (stereo not drawn),-38,8,-6,1.7,16,0,44,4,14,-1
CC(=O)NN=C1CCC(c2ccccc2)CC1 (stereo not drawn),28,4,-8,0.9,38,-7,31,-5,1,0
CCOC(=O)C1CCN(CC(=O)Nc2c(C(=O)OC)n(C)c3cccc(C)c23)CC1,21,8,4,-0.4,-13,3,14,-2,3,-4
O=C(NCc1cccs1)C1CC(=O)N(c2ccc(Cl)cc2)C1 (stereo not drawn),-23,4,-29,0.2,-19,-4,6,1,-2,-9
COc1ccc(/C=N/n2cnn(Cc3ccccc3Cl)c2=S)cc1,14,1,-22,0.3,1,3,-1,-4,-6,-1
CCN(CC(=O)N1CCCC1)S(=O)(=O)c1ccc(OC)cc1,-2,-1,-73,-7.1,-13,0,18,-4,-5,-2
O=C(NC(=S)Nc1ccc(Cl)cc1)c1cncc(Br)c1,2,4,nt,-0.1,18,-3,20,nt,6,nt
CCc1ccc(N2C(=O)c3sc4nnc(C)c(=O)n4c3C2=O)cc1,6,-1,-8,-0.3,-2,7,-9,-2,-3,-3
Cn1nc([N+](=O)[O-])nc1Sc1nnc(-c2ccccc2)o1,92*,-2,27,1.4,-13,-1,20,68*,-1,0
Cc1ccc(NC(=O)CSc2nnc3ccccn23)cc1,-18,-1,-7,0.6,10,-13,27,-2,-2,-2
CC(=O)C1=C(C)NC(SCc2cccc3ccccc23)=C(C#N)C1c1ccco1 (stereo not drawn),18,15,4,0.2,38,6,-3,-17,21,4
Cc1n[nH]c(C)c1S(=O)(=O)N1CCCC(C(=O)NCC2COc3ccccc3O2)C1 (stereo not drawn),11,2,21,0.7,3,-6,12,-2,-2,-3
CC(C)Nc1oc(-c2cccc3ccccc23)nc1C#N,-33,7,-18,1.9,45,-149,4,-8,31,3
N/C(=N\OC(=O)CCCc1ccccc1)c1ccccc1Cl,-98,2,-20,2.2,-2,8,18,6,8,1
O=S(=O)(NC1CCCCCCC1)c1ccc(F)cc1,1,-1,nt,-0.8,7,-3,12,nt,-3,nt
CC(=O)c1cccc(NC(=O)COc2ccccc2)c1,-37,2,-18,0.6,2,0,17,0,-4,1
O=C(CNS(=O)(=O)c1cccs1)N1CCc2ccccc2C1,-72,-21,-67,1.7,25,-5,28,3,4,-1
CCC(C)C(NC(N)=O)C(=O)Nc1ccc(C)c(Cl)c1 (stereo not drawn),5,19,-6,0.1,17,-3,6,-5,-6,-4
CCOc1ccc(NC(=O)Nc2nc3ccc(S(C)(=O)=O)cc3s2)cc1,-13,5,-28,-1.6,-2,-7,19,5,-3,-5
Cc1ccc(C2SCC(=O)N2Cc2cn3ccsc3n2)o1 (stereo not drawn),11,nt,-7,-3.1,11,6,4,-9,0,0
O=C(Cn1nc(-c2ccc(Cl)cc2)ccc1=O)NCc1ccc2c(c1)OCO2,8,4,-55,0.2,9,-2,44,-6,-1,5
CCCNC(=O)CCC(=O)Nc1ncc(-c2ccc(C)cc2)n1C,-21,0,-21,0.0,-3,-2,13,-4,-8,-2
COc1ccc(/C=C/C(=O)OCC(=O)Nc2cc(S(=O)(=O)N(C)C)ccc2Cl)cc1,-17,-13,10,1.2,22,3,35,0,6,1
Cc1cccc(NC(=O)C2CCN(S(=O)(=O)c3cccc4nsnc34)CC2)c1,17,2,-12,-0.5,11,3,5,-4,4,-3
COc1ccc(NC(=S)N=Nc2c(O)[nH]c3ccccc23)cc1,22,1,-19,1.8,1,nt,34,5,4,5
COc1ccc(NC(=O)CNC(=O)c2c(C)nn(C)c2Cl)cc1,11,-12,-11,-0.2,-13,nt,5,1,0,2
O=C(NCCc1cnc[nH]1)c1cccs1,25,-2,-29,-1.5,-8,2,10,-7,-8,0
CC(C)OP(=O)(c1ccc(N(C)C)cc1)C(Nc1ccccc1)c1cccnc1 (stereo not drawn),7,-2,-17,-0.4,10,-1,0,-2,-5,-7
O=C(Cc1cccs1)N/N=C\c1ccc([N+](=O)[O-])s1,-1,0,-24,-0.5,10,-3,54,6,5,2
O=C(COC(=O)C1CCN(c2ccc(C(F)(F)F)cn2)CC1)c1ccccc1Cl,-6,-6,nt,-0.2,1,16,18,nt,-1,nt
O=C(Nc1ccccc1C(=O)O)c1cccc(NC(=O)c2ccco2)c1,10,-21,-51,-20,2,3,11,-7,9,3
Cc1cc(-c2ccco2)n(CC(=O)NCc2ccco2)n1,-5,-20,-7,-0.3,3,0,2,5,2,2
O=C1NN(c2cccc(Br)c2)C(=O)/C1=C\c1ccc(N2CCOCC2)cc1,2,-4,-23,-2.6,-3,-2,18,-8,-2,0
Cc1ccc(C(=O)N2CCN(c3ccccc3F)CC2)cc1S(=O)(=O)N1CCOCC1,7,4,-3,0.0,1,0,35,-8,-8,-2
O=C(Nc1ccc(F)cc1)N1CCCCCC1,-26,2,-22,0.6,7,-4,7,4,5,4
O=[N+]([O-])c1ccccc1S(=O)(=O)Nc1cccc2cccnc12,?,-7,15,2.2,144*,0,15,56*,104,2
CC(=O)NC(CCS(C)(=O)=O)C(=O)Nc1ccccc1 (stereo not drawn),24,9,-41,-0.1,-17,-3,19,-1,-14,-2
CCc1nnc(NC(=O)CSc2ccc(-c3ccc(F)cc3)nn2)s1,-10,-2,22,0.4,1,-12,-93*,5,-9,5
Cc1c(C)c2ccc(OC(C)C(=O)N3C[C@H]4C[C@@H](C3)c3cccc(=O)n3C4)c(C)c2oc1=O (stereo partly drawn),30,3,-23,0.4,3,-7,25,-1,6,-4
CC(=O)OC1C(N2CCCCC2)c2c(ccc(/C=C/C(=O)N3CCCCC3)c2O)OC1(C)C (stereo not drawn),-51,-6,15,0.9,-10,6,19,4,-11,6
COc1ccccc1-n1c(N)c(C(N)=O)sc1=S,2,2,-12,-0.1,-14,1,-4,-2,-5,8
CC(=O)N1CCN(c2ccccc2NC(=O)c2cc(Br)ccc2Cl)CC1,10,1,10,0.6,-5,-4,24,4,11,6
Cc1c(NC(=O)c2cnn3c2NC(c2ccco2)CC3C(F)(F)F)c(=O)n(-c2ccccc2)n1C (stereo not drawn),nt,nt,1,nt,nt,-1,13,1,nt,0
Cc1nn(-c2ccccc2)nc1CNC(=O)C1CC1,1,3,-18,0.0,-7,-8,3,-11,-3,-2
O=C(CSc1nc2ccccc2o1)Nc1ccc(N2CCOCC2)cc1,-147,-4,-78,1.2,10,3,9,-2,2,6
COc1ccc(C)c2sc(=NC(=O)c3cccc(N4C(=O)CCC4=O)c3)n(C)c12,-93,3,-36,1.9,41,0,-7,-4,16,0
CC(=O)Oc1ccc2c(=O)c(-c3ccccc3)c(C)oc2c1,0,-2,-10,-0.1,-2,-5,7,-3,-2,-1
O=C(/C=C/Nc1ccc(Oc2ccccc2Cl)cc1)c1ccco1,-184,-1,4,4.1,21,-10,-22,-4,1,1
Cc1ccsc1C(=O)C1CCCN(Cc2cc(F)ccc2-n2cccn2)C1 (stereo not drawn),-8,-1,-21,-0.2,8,6,23,6,6,0
O=C(Nc1ccccc1N1CCCC1)c1ccc2ccccc2c1,43,31,9,0.0,1,12,18,1,-2,1
COc1cc(/C=N/N2C(C)CCCC2C)cc(OC)c1O (stereo not drawn),5,2,-14,-0.1,-3,2,4,2,-2,-3
Cc1ccccc1NS(=O)(=O)c1ccc(OCC(=O)NCc2ccco2)cc1,20,-8,8,0.0,-11,0,16,6,-3,-1
Cc1ccc(-c2nnc(N(C)C(=O)C3CCCO3)s2)cn1 (stereo not drawn),-59,-6,-24,1.6,-14,-3,27,-4,5,6
CC(=O)c1cccc(OCC(=O)Nc2cc(Cl)ccc2-n2cncn2)c1,-42,6,nt,2.4,16,-1,8,nt,11,nt
N#CC(c1ccc(O)cc1)c1ncc(C(F)(F)F)cc1Cl (stereo not drawn),15,-10,-1,-0.3,0,-4,18,6,-2,3
Cn1c(=O)[nH]c(=O)c2c1nc(N1CCCCC1)n2CCCSc1nnnn1-c1ccccc1,24,7,-3,-0.6,5,5,-1,2,-4,4
Nc1c(C(=O)c2ccco2)oc2ccccc12,-113,21,-45,2.1,18,9,1,5,-4,2

High-throughput results deposited in PubChem by several laboratories.
